Bioassay records deposited in PubChem by National Center for Advancing Translational Sciences (NCATS).
KB-V1 cytotox: kills drug-selected multidrug resistant KB-V1 cells. KB-V1 MDR cells viability, CellTiter-Glo, 72 h. Potency, µM (top dose mostly 46.1 µM), for the others: top-dose activity change, negative = cytotoxicity, actives largely listed as cytotoxic. actives 3.4% (n = 400,000). AID 1347076; also: potency is read from the fitted curve at half-maximal effect; % is scaled to controls: 0 for no effect and ±100 for the full control effect; nearly all actives have a fitted effect of over 60% in size
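Following 72 h at 37 degrees C with compound, KB-V1 cell viability was read by CellTiter-Glo luminescence, medium being phenol-red-free DMEM plus 10% FBS; concentration-response parameters came from normalized, curve-fitted qHTS data.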
HT1080-NT tox: kills 2HG-producing HT-1080-NT fibrosarcoma cells | HT-1080-NT fibrosarcoma viability, CellTiter-Glo ATP luminescence, 48 h | Potency, µM (top dose mostly 46.1 µM), for the others: at the top dose activity, negative = less viability, most hits filed as cytotoxic | actives 1.6% (n = 360,000) | AID 686970;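 also: NT is the 2HG producing partner of a matched IDH1 knockdown line; potency is read from the fitted curve at half-maximal effect; 0% = DMSO-treated cells and -100% = media-only wells without cells; nearly all actives have a fitted effect of over 55% in size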
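Fibrosarcoma NT cells, 750 per well in 5% FBS RPMI, were exposed to compound for 48 hours. Viability: CellTiter-Glo luminescence.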
KB-3-1 cytotox: KB-3-1 parental cell cytotoxicity | KB-3-1 viability, CellTiter-Glo ATP luminescence, 72 h | AID 1347075 | actives 1.4% (n = 400,000) | Potency, µM (series often up to 46.1 µM), for the others: top-dose activity change, negative = cytotoxic, actives largely listed as cytotoxic; also: potency is read from the fitted curve at half-maximal effect; % is scaled to controls: 0 for no effect and ±100 for the full control effect; nearly all actives have a fitted effect of over 60% in size
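Parental KB-3-1 viability, qHTS format: 72 h compound exposure, 37 °C; CellTiter-Glo; media-only wells and DMSO plates as controls; concentration-effect fits on corrected data.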
ATXN2 expr inh: ATXN2 expression inhibition | HEK-293 ATXN2-luciferase reporter, luminescence, 24 h | actives 0.72% (n = 360,000) | AID 1745845 | Potency, µM (titrated, usually from 57 µM), for the others: top-dose activity change, negative = inhibition, hits mostly inhibitors; also: potency is read from the fitted curve at half-maximal effect; % is scaled to controls: 0 for no effect and ±100 for the full control effect; nearly all actives have a fitted effect of over 55% in size
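qHTS (up to 57 uM final) was run with 24 h compound exposure of reporter cells at 37 °C. Each well was multiplexed: SteadyGlo luminescence measured ATXN2-luciferase expression after a fluorogenic Gly-Phe-AFC viability readout (25 uM final).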
S2 tox: viability counter-screen for ATXN expression inhibitors; AID 651635; Potency, µM (series often up to 56.7 µM), usual class: cytotoxic; actives 0.49% (n = 400,000); S2 cells (HEK-293 line with an ATXN2-luciferase reporter) viability, CellTiter-Fluor protease fluorescence, 24 h; also: potency is read from the fitted curve at half-maximal effect; nearly all actives have a fitted effect of over 40% in size
HT1080 IDH1KD tx: kills HT-1080 cells with IDH1 knockdown; HT-1080 IDH1 knockdown viability, ATP luminescence, 48 h; AID 686971; Potency, µM (highest dose often 46.1 µM), for inactives: at the top dose activity, negative = toxicity, actives largely listed as cytotoxic; actives 2% (n = 360,000);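 also: potency is read from the fitted curve at half-maximal effect; 0% = DMSO wells and -100% = cell-free medium wells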
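Cytotoxicity counter-line: IDH1KD HT-1080, 48 h, CellTiter-Glo. Curves classed by r2, magnitude and activity.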
SW480 rerep: DNA re-replication induction in SW480 cells; SW480 DNA re-replication, Hoechst DNA content imaging, 48 h; Potency, µM (top dose mostly 46.1 µM), inactives show at the highest dose re-replication activation, actives largely listed as activators; actives 1.8% (n = 340,000); AID 624297; also: potency is read from the fitted curve at half-maximal effect; % of control where 0% means no effect; nearly all actives have a fitted effect of over 55% in size
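First, 250 cells per well were seeded. Next, compound or vehicle (23 nL) was pinned in, plates sat 48 hr at 37 C. Finally Hoechst was added for 40 min before fluorescence scanning.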
MCF10A rereplic: inducers of DNA re-replication in MCF 10A breast cells. MCF 10A DNA re-replication, Hoechst nuclear intensity, 48 h. Potency, µM (series often up to 46.1 µM), for inactives: at the top dose activity, positive = re-replication, actives largely listed as activators. actives 2.9% (n = 350,000); also: potency is read from the fitted curve at half-maximal effect; % of control where 0% means no effect; nearly all actives have a fitted effect of over 50% in size
IL1B secr inh: inflammasome signaling inhibition, IL-1 beta readout; THP-1 LPS/ATP IL-1B secretion, AlphaLISA, 16 h; stronger effect = lower value; activity change, % at 57.5 µM; actives 4.7% (n = 360,000); AID 743279; in the data active = activity change below about -50%; inconclusive = mostly about -30% to -49%; also: % is scaled to controls: 0 for no effect and ±100 for the full control effect
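THP-1 cells pretreated 1 hr with compounds (up to 57.5 uM final), then stimulated with LPS (250 ng/mL final) plus ATP (1.25 mM final); secreted IL-1B measured by AlphaLISA after 16 hr, decreased signal indicating inhibition.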
* marks the source's active call; other numbers are inactive results; i = inactive; ? = inconclusive; . = not tested or not shown; [ ] = dose if it differs, or a comment. Unless noted, calls follow the shape of the dose curve; as a rule, active = well fitted curve in the direction sought with a large enough effect; inconclusive = small, poorly fitted or top-dose-only effect, or another doubt; inactive = no such curve, though single readings can be large; an effect the other way counts as inactive or inconclusive. Hits appear at their usual frequency. Share with any hit: about 11%.

Order of results: ATXN2 expr inh, KB-V1 cytotox, SW480 rerep, MCF10A rereplic, KB-3-1 cytotox, IL1B secr inh, S2 tox, HT1080-NT tox, HT1080 IDH1KD tx
[1] N=C1CCCN1CC(=O)c1ccc(Br)cc1
    47.6%[activator], -4.0%, -8.8%, -4.7%, 10.2%, -6.8, i, 14.6%, 13.9%
[2] CN(C)C(=O)CCc1nc2sc3c(c2c(=O)[nH]1)CCCC3
    12.1%, ?, -0.5%, 2.5%, 10.9%, 19.3, i, 10.9%, 0.0%
[3] CCc1c(C)sc(NC(=O)c2ccoc2C)c1C(N)=O
    12.5%, ?, -1.3%, -2.7%, 14.2%, -56.2*, ?, 2.7%, -9.6%
[4] CC(C)OC(=O)NC(C)(C)COC(=O)Nc1cccc(Cl)c1
    -24.3%, 9.2µM*, -6.6%, 0.7%, ?, -20.9, i, -24.1%, -18.3%
[5] Fc1ccc(NC(=S)NN=C2CCCCCC2)cc1
    39.4%[activator], 4.3%, -5.7%, 1.2%, -1.8%, 3.1, i, 8.91µM*, 10µM*
[6] CC(=O)N(CCCN1CCOCC1)Cc1ccncc1
    1.6%, 9.9%, -4.8%[9.22 µM], -9.1%, 8.9%, 2.1, i, -3.0%, 8.0%
[7] CC(NS(=O)(=O)c1ccc(CCC(=O)NCc2cccnc2)cc1)c1ccccc1 (centres undefined)
    1.7%, -22.9%, -1.5%, 12.2%, 1.0%, 23.9, i, 0.3%, 14.9%
[8] CCOc1ccc(CCNC(=O)CS(=O)(=O)Cc2nc(-c3cccc(OC)c3)oc2C)cc1
    ., ?, -10.7%, -3.6%, ?, 4.6, i, ?, ?
[9] NC(=O)c1cccnc1Nc1cccc(F)c1
    -12.6%, 2.1%, 3.9%, 4.9%, 1.1%, 0.0, i, 28.4%, 14.9%
[10] CCC(C)(C)n1nnnc1C(c1ccccc1OC)N1CCN(C(=O)c2ccco2)CC1 (centres undefined)
    -8.5%, ?, -8.9%, -7.9%, 3.3%, 8.7, i, 3.4%, 12.7%
[11] CCOC(=O)c1c(NC(NC(C)=O)C(Cl)(Cl)Cl)sc(C(C)=O)c1C (centres undefined)
    -5.9%, -2.7%, -1.9%, -0.5%, 4.8%, -14.1, i, ?, ?
[12] O=C(N/N=C/c1c[nH]c2ccccc12)C1CC1c1ccccc1 (centres undefined)
    -14.4%, ?, -1.4%, 1.7%, 4.8%, 26.3, i, -14.4%, -13.9%
[13] Nc1ccc(C2(c3ccc(N)cc3)C(=O)Nc3ccccc32)cc1
    8.2%, 13.8%, ?, 5.4%, 3.8%, 8.4, i, ?, ?
[14] Cc1ccc(S(=O)(=O)N2CCCCC2)cc1NC(=O)CSc1ccc2c(c1)OCCO2
    -3.3%, -10.8%, 2.4%, 0.9%, -7.2%, -8.0, i, -3.0%, -9.0%
[15] O=C(NNCc1ccc(O)cc1)c1ccccc1Cl
    ., 8.0%, -6.9%, 7.2%, -1.5%, 6.8, i, 1.4%, 8.9%
[16] Cc1c(C)n(Cc2ccc(F)cc2)c2ccc(C(=O)N3CCN(c4ccccn4)CC3)cc12
    ., 20.1%, -16.8%, ?, -15.6%, -9.8, i, -24.6%, 2.4%
[17] COc1cccc(Nc2ncnc3ccc(Br)cc23)c1
    ., -23.0%, ., ., -4.2%, 14.3, i, -1.2%, -13.0%
[18] CCOC(=O)CCC(=O)NCc1ccc2[nH]c(C)cc2c1
    -0.8%, -6.0%, -6.4%, 3.9%, -7.9%, -8.8, i, 0.3%, 6.1%
[19] CCS(=O)(=O)NC(C)C(c1cccs1)N1CCN(c2ccc(F)cc2)CC1 (centres undefined)
    -7.1%, -3.4%, -14.2%, 1.5%, -14.9%, 16.4, i, -7.5%, -4.3%
[20] CC(=O)Nc1c(Cl)cnn(-c2ccccc2)c1=O
    ., 0.4%, 29.0%, -1.5%, 7.1%, ?, i, 12.4%, 1.9%
[21] CCCc1nc(SCc2cccnc2)c2c(=O)n(C)c(=O)n(C)c2n1
    -14.8%, 26.0%, -4.3%, 6.4%, -19.3%, 56.6, i, -1.6%, -2.6%
[22] CCOc1ccccc1N(C(=O)c1ccccc1Cl)C1=NC(C)(C)CS1
    -21.8%, ?, -0.7%, 0.4%, -5.0%, -7.5, i, -8.9%, 0.5%
[23] COC(=O)c1ccc(/C=C/c2c(-c3ccsc3)oc3ccc(N4CCOCC4)cc23)cc1
    10.7%, -3.8%, -3.9%, 5.8µM*, ?, 37.4, i, 2.3%, -0.3%
[24] COc1ccc(S(=O)(=O)N2CCCCCC2)cc1C(=O)N(C)CC(=O)Nc1ccc(Cl)c(Cl)c1
    ?, -24.0%, -23.6%, -12.6%, -20.8%, -59.3*, i, -29.0%, -21.4%
[25] COc1cccc(C(=O)CN2CCN(S(=O)(=O)c3cccc([N+](=O)[O-])c3)CC2)c1
    ., -7.0%, -9.5%, 10.2%, -6.8%, 4.6, i, -4.9%, 0.6%
[26] Cc1ccc(S(=O)(=O)N(C)CC(=O)O/N=C(\N)c2cccc([N+](=O)[O-])c2)cc1
    -3.3%, ?, -9.4%, 11.0%, -0.2%, 2.1, i, 3.7%, 0.5%
[27] O=C(O)CCCNS(=O)(=O)Cc1ccccc1
    ., 22.8%, -2.3%, 2.2%, 4.3%, -5.9, i, 10.5%, 9.1%
[28] COC(=O)c1sc(NC(=O)c2ccc3c(c2)OCO3)c(C#N)c1C
    58.9%[activator], ?, -2.3%, -1.7%, 7.2%, 16.9, i, 9.9%, 2.1%
[29] COc1ccc(C(=O)NCc2c(CC(C)C)oc(C)c2C(=O)O)cc1
    -19.2%, 19.0%, 10.4%, 0.2%, 0.9%, 30.2, i, 10.2%, 4.1%
[30] CC(=O)c1sc(-c2ccccc2)nc1C
    ., 7.3%, -19.9%, -1.2%, 3.4%, -7.6, i, 13.9%, 7.1%
[31] COc1ccc(-c2noc(CSc3nnc(-c4ccccc4)n3-c3ccc(F)cc3)n2)c(OC)c1
    -11.7%, -23.8%, ., ., -29.3%, ., ?, ., .
[32] O=C(CN1CCCCCCC1)N/N=C/c1ccc(F)c(F)c1
    -17.1%, -2.5%, 2.2%, 5.3%, 7.2%, 5.8, i, 8.8%, 14.3%
[33] CCC(=O)Nc1cc(C)c(NC(=O)C23CC4CC(CC(C4)C2)C3)cn1
    7.7%, 6.3%, 0.2%[9.22 µM], 0.2%, 20.4%, 15.2, i, 1.6%, -1.5%
[34] COc1ccc2nc(NC(=S)N(C)C)sc2c1
    31.9%[activator], 3.26µM*, -9.2%, 11.4%, 20.6µM*, 94.7, i, -2.4%, -19.9%
[35] O=C(Nc1ccc(F)cc1F)N1CCN(C(=O)c2ccco2)CC1
    2.5%, ., -2.3%, 0.9%, ., -3.1, i, -0.6%, 1.9%
[36] CCN(CC)CCCNc1cc(C(F)(F)F)c(C#N)c2nc3ccccc3n12
    -22.0%, -28.2%, ?, ?, -18.1%, ?, ., ?, -26.6%
[37] C/C(=N\NC(=O)CC(C)C)c1ccc(Cl)c(Cl)c1
    21.2%, -1.3%, 1.0%, ?, 9.6%, 21.0, i, -1.9%, -18.1%
[38] COc1cc(-c2noc(CCC(=O)Nc3cc(C)ccc3C)n2)cc(OC)c1OC
    -3.6%, 2.9%, ., ., 2.7%, ., ?, ., .
[39] COc1cccc(OC)c1C(=O)Nc1cccc(-c2ccc(N3CCOCC3)nn2)c1
    -28.4%, -16.0%, -401.9%[inhibitor], 5.5%, -16.9%, -2.2, i, -5.7%, -3.9%
[40] CCOc1ccccc1Cn1c(=O)oc2ccc(C)cc21
    -11.6%, -22.7%, 1.1%, -1.3%, -5.0%, 6.4, i, 0.0%, -12.8%
[41] CCOc1ccccc1NC=C1C(=O)OC(C)(C)OC1=O
    -3.1%, -18.2%, 0.9%, 5.7%, -4.3%, -10.9, i, -1.8%, -2.1%
[42] COc1cc(OC)cc(C(=O)N2CCN(C(=O)c3cccs3)CC2)c1
    -0.9%, -12.9%, -0.5%, -1.5%, -4.0%, -10.0, i, -10.9%, -10.6%
[43] Cc1c(CCC(=O)O)c(=O)oc2cc(OCc3ccccc3F)ccc12
    15.3%, 20.6%, -5.2%, 0.1%, 3.4%, 31.2, i, -15.0%, -14.1%
[44] CC(C)Oc1c(Br)cc(Br)cc1/C=N/NC(N)=S
    -32.1%, ?, 21.3%, ?, ?, 54.5, ?, -2.8%, ?
[45] O=C(NCC1CCCO1)c1cccc(S(=O)(=O)Nc2ccccc2Cl)c1 (centres undefined)
    ., 8.1%, ., ., 2.8%, 12.7, i, -0.6%, 1.2%
[46] COc1cc(OC)c(C2N(c3cc(C)on3)C(=O)C3CCCN32)cc1OC (centres undefined)
    2.6%, -14.8%, -2.2%, -2.7%, -6.2%, 0.6, i, 9.8%, 2.2%
[47] CCCCC(=O)Nc1ccc2nc(SCC(=O)N3CCc4ccccc43)sc2c1
    -5.1%, -9.3%, ., ., -2.3%, ., i, ., .
[48] COc1cc(N=c2ssnc2Cl)cc(OC)c1
    -22.0%, 0.0%, ?, ?, 7.9%, ?, ?, -20.6%, -1.6%
[49] COC(=O)c1ccc(/C=C/c2ccc3cccc(OC(C)=O)c3n2)cc1
    39.8%[activator], ?, ?, ?, 2.5%, 13.0, i, -25.7%, ?
[50] CCOc1ccccc1NC(=O)CSc1nnnn1C1CCCC1
    -4.1%, ?, 22.5%, 2.9%, 1.0%, -9.1, i, 2.6%, -14.3%
[51] CCCCC(=O)Nc1ccnc(-c2cccnc2)n1
    -6.6%, 16.4µM*, -10.7%, 3.9%, -1.0%, 8.9, i, -18.5%, -10.3%
[52] CC(C)(C)C1CCC(C(=O)NCC(c2cccs2)N2CCOCC2)CC1 (centres undefined)
    1.1%, -4.8%, -1.3%, 18.8%, 15.9%, 13.5, i, -7.4%, -8.7%
[53] Cc1ccc(Oc2ncccc2/C=N/OCc2ccc(Cl)c(Cl)c2)cc1
    29.6%, 1.1%, -2.7%, ?, -29.6%, -12.7, i, 6.1%, -0.9%
[54] Cc1c(Br)c([N+](=O)[O-])nn1CC(=O)NCc1ccccc1
    9.0%, 1.8%, 8.3%, 15.4%, 12.8%, 13.1, i, 1.9%, -0.9%
